High-throughput results as filed in PubChem.
Apaf1 inhib = inhibitors of human Apaf-1 apoptosome, primary screen, biochemical, DEVD-Rh110 fluorescence, uHTS; inhibition, % at 20 µM; hit rate 0.71% among 330,000; Apoptotic protease-activating factor 1 (Homo sapiens), O14727; reconstituted apoptosome caspase-3 activity; active = inhibition of at least 40% at 20 µM;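 also: plate controls were DMSO wells for no effect and DEVD-CHO caspase inhibitor wells for full effect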
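System – cell-free apoptosome with Apaf-1, procaspase-3 and caspase-9 · Buffer or medium – pH 7.5 Hepes buffer with CHAPS, BSA, DTT · Also added – cytochrome c with DEVD-Rh110 · Times – 30 min compound preincubation, 50 min activation, room temperature · Technique – Rh110 fluorescence intensity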
UBC13 inh = UBC13 polyubiquitin chain formation inhibitors, primary screen, biochemical, TR-FRET, uHTS. AID 485273, 2010. hit rate 0.47% among 330,000. inhibition, % at 20 µM. Ubiquitin-conjugating enzyme E2 N (Homo sapiens), P61088; in the data active = inhibition above about 45%, passing the limit was not always enough
Target sequence (P61088 whole entry, looked up): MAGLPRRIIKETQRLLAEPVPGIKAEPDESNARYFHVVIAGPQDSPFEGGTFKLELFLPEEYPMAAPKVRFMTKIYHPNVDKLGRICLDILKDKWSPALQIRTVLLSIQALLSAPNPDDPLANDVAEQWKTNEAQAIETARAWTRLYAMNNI
HKDC1 inhibitor = HKDC1 hexokinase inhibitors, primary screen, biochemical, fluorescence, uHTS; Q2TB90; recombinant HKDC1, G6PDH/diaphorase resazurin coupled fluorescence; inhibition, % at 20 µM; hit rate 0.16% among 340,000;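 active = inhibition above about 35% when tested at 20 µM, limit read from the data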;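 also: plate controls were DMSO wells with enzyme for no effect and DMSO wells lacking enzyme for full effect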
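Assay system: in-house recombinant HK5 (HKDC1) enzyme. Input: HKDC1 at 5 µg/mL. Medium: Tris pH 8.0 buffer with MgCl2, Tween-20, BSA, BME. Dosing: single 20 µM dose. Schedule: 90 min reaction incubation at room temperature, dark. Signal: resazurin-to-resorufin fluorescence via G6PDH and diaphorase coupling, 525/613 nm. Controls: DMSO-enzyme wells negative, buffer-substituted wells positive.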
SENP7 block = SENP7 protease inhibitors, primary screen, biochemical, luminescence, uHTS | Sentrin-specific protease 7 (Homo sapiens), Q9BQF6 | AID 434973, 2010 | recombinant SENP7, Z-RLRGG-aminoluciferin luminescence, 40 min | hit rate 1.5% among 330,000 | inhibition, % at 5 µM;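 active = inhibition above about 50% at the single test dose, limit read from the data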;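 also: plate controls were DMSO with enzyme for no effect and no enzyme buffer wells for full effect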
Target sequence (Q9BQF6 706-1050 limits assumed): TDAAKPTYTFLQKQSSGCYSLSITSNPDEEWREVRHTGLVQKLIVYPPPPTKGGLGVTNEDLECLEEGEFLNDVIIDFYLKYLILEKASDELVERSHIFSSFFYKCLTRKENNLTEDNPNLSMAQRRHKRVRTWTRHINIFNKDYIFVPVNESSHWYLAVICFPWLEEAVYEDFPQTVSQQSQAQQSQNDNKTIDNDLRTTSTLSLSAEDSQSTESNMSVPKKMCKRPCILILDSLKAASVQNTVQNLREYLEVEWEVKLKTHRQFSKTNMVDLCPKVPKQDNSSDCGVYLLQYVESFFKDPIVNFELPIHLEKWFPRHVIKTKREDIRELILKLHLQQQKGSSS
Gli-Sufu antag = Gli-Sufu pathway antagonists, primary screen, luciferase luminescence, Sufu-KO-LIGHT cells, uHTS; Sufu-KO-LIGHT fibroblasts, Gli luciferase reporter luminescence; hit rate 0.74% among 340,000; inhibition, % at 5 µM; AID 588413, 2011;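 active = inhibition above about 55%, limit read from the data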;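 also: 0% = DMSO-treated cells and 100% = wells with medium but no cells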
Jurkat NFkB inh = inhibitors of induced NF-kB luciferase reporter, primary screen, TCR NF-kB activation inhibitor project, cell-based, luminescence, uHTS; hit rate 0.53% among 330,000; Jurkat, PMA/ionomycin-induced NF-kB luciferase reporter; inhibition, % at 4 µM
SENP8 inh = SENP8 protease inhibitors, primary screen, biochemical, luminescence. Sentrin-specific protease 8 (Homo sapiens), Q96LD8. purified SENP8, Z-RLRGG-aminoluciferin cleavage. inhibition, % at 10 µM. hit rate 1.2% among 330,000. AID 2540, 2010
Target sequence (Q96LD8 whole entry, looked up): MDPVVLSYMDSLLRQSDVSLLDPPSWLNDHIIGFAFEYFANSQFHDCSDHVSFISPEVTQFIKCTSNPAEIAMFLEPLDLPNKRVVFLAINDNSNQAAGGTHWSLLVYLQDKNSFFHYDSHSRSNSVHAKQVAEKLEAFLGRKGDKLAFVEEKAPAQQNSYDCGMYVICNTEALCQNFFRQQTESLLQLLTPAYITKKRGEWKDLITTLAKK
697 NFkB inh = inhibitors of PMA/ionomycin-induced NF-kB reporter, 697 cells, primary screen, B-cell NF-kB inhibitor project, cell-based, luminescence, uHTS; inhibition, % at 4 µM; AID 435022, 2010; 697 B-cell NF-kB luciferase reporter, 16 h; hit rate 0.33% among 330,000; in the data active = inhibition above about 35%
Starred values were filed as active, the others as inactive; / = not tested or not shown. Rule as the data show it, unless noted: active = inhibition above about 50%; inactive = the rest.

Fields: Apaf1 inhib, UBC13 inh, HKDC1 inhibitor, SENP7 block, Gli-Sufu antag, Jurkat NFkB inh, SENP8 inh, 697 NFkB inh
C=CC[C@@H](CC(=O)NCCO)C(=O)NC[C@@H](OC(=O)[C@H](CC=C)CC(=O)OC(C)(C)C)c1ccccc1
  15, -7, -6, -2, -10, -13, -16, 8
S=C1NC[C@H](Cc2ccccc2)N1CCc1cccc2ccccc12
  29, 7, -1, -17, 10, -14, -10, 1
COCCCNC(=S)NNC(=O)c1ccc(S(=O)(=O)N2CCC(C)CC2)cc1
  3, 0, -10, 4, 1, -6, 1, 5
O=C(O)COc1ccc(S(=O)(=O)N2CCCC2)cc1
  -22, 4, -4, -12, -1, 2, 0, -5
CCCn1c(N)c(N(CCOC)C(=O)C2CCCC2)c(=O)[nH]c1=O
  -11, 6, -7, 6, 1, -4, 8, 17
CCOC(=O)c1cc(-c2ccccc2)nn1CC1CC(c2cccc([N+](=O)[O-])c2)=NO1 (centres undefined)
  6, 13, 1, -4, 10, -3, 8, 18
O=C(NCc1ccco1)C1CCCN1C(=O)NCc1ccccc1 (centres undefined)
  6, -17, -7, 0, 4, -10, -9, -15
Cc1cc(C)c2nc(N(CCCN(C)C)C(=O)c3ccc(S(=O)(=O)N4CC(C)OC(C)C4)cc3)sc2c1 (centres undefined)
  19, 12, -6, -4, 29, 5, -4, -4
CCc1ccc(CC2(O)CC(C)N(C)CC2C)cc1 (centres undefined)
  10, -6, -10, 6, 2, -10, -1, -5
Cc1cc(=O)[nH]c(SCCc2ccccc2)n1
  -10, 0, -7, 3, 18, 0, -3, -6
CCn1c(SCC(=O)Nc2ccc(S(=O)(=O)Nc3onc(C)c3C)cc2)nnc1-c1ccccc1
  -9, 15, 7, 8, 3, -8, 2, -4
CCCn1c(N)c(N(CCOC)C(=O)c2ccc(F)cc2)c(=O)[nH]c1=O
  3, 1, -4, -16, -1, -9, -17, -13
COc1ccc(S(=O)(=O)NCCCCOc2ccc(Cl)cc2)cc1
  24, 0, -6, -14, 7, 0, -4, -12
CC(NC(=O)Cc1c(F)cccc1Cl)C1CCCO1 (centres undefined)
  -11, 6, 6, 1, 32, 8, 3, 10
Cn1cc(Cl)c(C(=O)OCC(=O)Nc2nc(-c3ccc(Br)cc3)cs2)n1
  20, -4, 4, 19, -50, -46, -9, -16
C[C@H](NC(CCc1ccccc1)C(=O)O)C(=O)N1CCC[C@H]1C(=O)O (some centres undefined)
  6, -19, /, -2, /, -4, -3, -8
O=C(CSc1nnc(-c2ccc(S(=O)(=O)N3CCCC3)cc2)o1)NCc1ccccc1
  -10, -4, 0, -4, -9, 5, -3, -25
O=C(CCC1CCCN(C(=O)C2CCCC2)C1)NCc1ccc(F)c(F)c1 (centres undefined)
  -5, 3, -10, -9, 8, -4, 4, 10
N/C(=N\NC(=O)c1sccc1OCc1ccc(Cl)cc1Cl)c1ccccn1
  18, -19, -16, -11, -3, 5, -12, 5
CCOC(=O)C1CCN(C(C)=C2C(=O)c3ccccc3C2=O)CC1
  13, -22, 12, 0, 0, -2, -6, 0
COc1ccc(Cc2nnc(Nc3ccc(C)cc3)o2)cc1OC
  3, -12, -2, -10, 4, -26, 2, -6
Cc1ccc(OCC(=O)N2c3ccccc3CC2C)c([N+](=O)[O-])n1 (centres undefined)
  4, 3, -13, -2, -10, 4, 1, 15
COc1ccccc1N(CC(=O)NC1CCCCC1)C(=O)CCC(=O)Nc1nccs1
  2, 2, 1, 1, -12, -2, -1, -12
Cc1ccc(C(=O)CSc2ccc(-c3ccncc3)nn2)cc1
  -9, 11, -6, -6, 1, 13, -6, 7
NC(=O)C1=C[C@@H](C2CCCCC2)C[C@@H](OCc2ccc(CO)cc2)O1
  20, -7, 1, -8, -3, -53, 2, -80
O=C(Nc1nnc(-c2cccs2)o1)c1ccc(S(=O)(=O)N2CCOCC2)cc1
  -5, -22, 14, 4, 0, 6, -3, 0
S=C(Nc1ccccc1)N1CCCN1c1ccccc1
  -4, -6, -3, 7, 4, -16, -2, 3
Cc1ccc(-c2c(C)sc3ncn(CC(=O)N4CCOCC4)c(=O)c23)cc1C
  -2, -4, -4, 8, 5, -1, 2, 17
COc1ccccc1CNC(=O)CCC(=O)N1CCOc2ccc(Cl)cc21
  12, 6, -7, -7, 0, 7, -9, -8
Cc1cnc(C(=O)OCc2cc(=O)n3c(C)cccc3n2)cn1
  -4, -2, -6, 3, 1, -6, -12, 9
COCCCNC(=S)NNC(=O)c1cccnc1
  -7, 6, -2, 3, 14, -2, -1, 3
Cc1ccc(/C=C/C2=NN(Cc3ccccc3)C(=O)CC2)cc1
  22, -7, -2, -4, -27, 2, -5, 17
CC(C)Oc1ccc(S(=O)(=O)N2CCOCC2)cc1NC(=O)C1CCCCC1
  19, -6, -2, -6, 1, -9, -10, 4
CN(C)CC(=O)Nc1nc(-c2ccccc2)cs1
  0, -1, -4, 7, -13, 4, -11, -9
O=C(CS(=O)(=O)c1ccccc1)Nc1ccc(S(=O)(=O)Nc2ncccn2)cc1
  4, -6, -7, -2, 6, -19, -2, -6
Cc1ccc(Cl)cc1NS(=O)(=O)c1cc2[nH]c(=O)c(=O)[nH]c2cc1C
  6, -8, 6, 6, -3, 0, -6, 5
O=Cc1ccc(OC(=O)Cc2ccc(F)cc2)cc1
  2, -2, /, 3, /, 8, 10, 15
COc1ccc(OCc2nnc(NC(=O)Nc3ccccc3F)s2)cc1
  -18, -6, -1, 0, 6, -3, 4, 2
CC(Oc1ccc(S(=O)(=O)N2CCCC2)cc1[N+](=O)[O-])C(=O)NC(C)c1ccccc1 (centres undefined)
  4, 1, 3, -1, -2, -6, -1, 14
c1ccc(CCCN2CCN(c3ccccc3)CC2)cc1
  2, -4, -5, -2, 28, -4, 5, 10

Brought forward from above: five entries, then new ones.
Fields: Apaf1 inhib, UBC13 inh, HKDC1 inhibitor, SENP7 block, Gli-Sufu antag, Jurkat NFkB inh, SENP8 inh, 697 NFkB inh
Cc1ccc(Cl)cc1NS(=O)(=O)c1cc2[nH]c(=O)c(=O)[nH]c2cc1C
  6, -8, 6, 6, -3, 0, -6, 5
O=Cc1ccc(OC(=O)Cc2ccc(F)cc2)cc1
  2, -2, /, 3, /, 8, 10, 15
COc1ccc(OCc2nnc(NC(=O)Nc3ccccc3F)s2)cc1
  -18, -6, -1, 0, 6, -3, 4, 2
CC(Oc1ccc(S(=O)(=O)N2CCCC2)cc1[N+](=O)[O-])C(=O)NC(C)c1ccccc1 (centres undefined)
  4, 1, 3, -1, -2, -6, -1, 14
c1ccc(CCCN2CCN(c3ccccc3)CC2)cc1
  2, -4, -5, -2, 28, -4, 5, 10
COc1ccc(-c2ccc3c(c2)S(=O)(=O)c2cccc(C(=O)NC[C@@H]4CCCO4)c2C3=O)cc1OC
  1, -26, 2, -3, -4, 4, -14, 31
COc1ccc(C(OCC(O)CNCCc2ccc(S(N)(=O)=O)cc2)c2ccc(OC)cc2)cc1 (centres undefined)
  8, 17, -2, -1, 5, -10, -8, -13
CCN(CC)CCCn1c(C)cc2c(c1=O)C(c1ccc(OC)c(OC)c1OC)C(C#N)=C(N)O2 (centres undefined)
  -2, 0, -10, 7, 2, 2, 2, 5
COC(=O)/C=C1\S/C(=N/N=C/c2ccccc2)NC1=O
  -2, -11, -8, -4, 7, 3, -9, 7
Cc1cc(C)n2nc(C(=O)OCC(=O)N3CCC3)nc2n1
  -15, 14, 16, 3, 0, 9, 1, 8
COc1ccc(C2C(C(=O)c3sc(C)nc3C)=C(O)C(=O)N2CCN(C)C)cc1OC (centres undefined)
  0, -3, -5, 12, 1, -10, -4, 17
CN(CCNC(=O)C1CC(=O)N(c2ccc(F)c(Cl)c2)C1)Cc1ccccc1 (centres undefined)
  -9, 1, 10, -1, 0, -7, -3, 1
CCOc1cc(S(=O)(=O)n2c(C)nc3ccccc32)ccc1F
  -13, 0, -2, 8, -1, -3, -1, 1
COc1ccccc1OCCNC(=O)CN1C(=O)NC2(CCCC2)C1=O
  -3, -1, 1, -4, 3, 9, 6, 11
O=C(CN1CCN(c2ccc(F)cc2)CC1)Nc1cc(C(F)(F)F)ccc1Cl
  24, -1, 4, -3, 10, 11, -2, 9
Cc1ccccc1C(=O)Nc1cccc(NC(=S)NC(=O)c2cccs2)c1
  12, -10, 2, -3, 10, -28, -5, -56
Cc1ccc(S(=O)(=O)N2[C@@H](c3ccc(F)cc3)C(C(=O)O)=CC[C@H]2c2ccc3c(c2)OCO3)cc1
  13, -20, 7, -5, -9, 6, -2, 13
NS(=O)(=O)c1ccc(NC(=S)N2CCC(O)CC2)cc1
  0, 0, 17, 4, -2, -2, -2, 8
Oc1cccc(C(O)CNCc2ccc(-c3ccccc3)cc2)c1 (centres undefined)
  3, 15, -6, -3, 18, 17, -5, 3
O=C(CN1C(=O)COc2ccccc2C1=O)c1ccc2c(c1)OCCO2
  -3, 10, 1, 4, 13, 11, -16, 4
CC1CCN(CC(=O)NCCc2ccc(F)cc2)CC1
  -12, 3, -6, -8, -3, -2, 6, 9
CCOC(=O)C1(Cc2ccccc2)CCCN(C2CCN(C(C)=O)CC2)C1 (centres undefined)
  12, 7, -5, -2, 10, -12, -7, 1
C/C=C/Cn1c(N2CCCCCC2)nc2c1c(=O)[nH]c(=O)n2C
  3, 3, -3, -2, 7, -4, 11, -8
COc1ccc(C2CC(c3ccccc3)=NN2C(=O)c2ccc(Cl)c([N+](=O)[O-])c2)cc1 (centres undefined)
  9, 15, -3, -2, 7, -4, 3, 12
Cc1cccc(NC(=O)c2cccc(N3C(=O)C4C5CCC(C5)C4C3=O)c2)c1C (centres undefined)
  -3, 8, -7, 1, -15, -10, 6, 3
C=CCOCCN(C)C1=NS(=O)(=O)c2ccccc21
  4, -16, -6, -7, 5, -4, -2, -3
CC(C)Sc1nc2ncnc(N)c2[nH]1
  6, 19, -9, 0, -2, -4, -7, 8
